JMJD2A Tudor: blocks the human JMJD2A Tudor domain | 4.4% of 390,000 active | O75164 | AlphaScreen JMJD2A-Tudor / H3K4me3 peptide binding | Potency, µM (titrated, usually from 114 µM), for the others: at the top dose activity change, negative = inhibition, hits mostly inhibitors; also: % is scaled to controls: 0 for no effect and ±100 for the full control effect; nearly all actives have a fitted effect of over 50% in size
APEX1 inh: blocks human APE1 abasic DNA cleavage; recombinant APE1, TAMRA/BHQ-2 abasic DNA cleavage fluorescence; Potency, µM (series often up to 65.8 µM), inactives show at the highest dose activity change, negative = inhibition, most hits filed as inhibitors; 0.35% of 350,000 active;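 also: plate controls were vehicle for no effect and reference inhibitor for full effect; nearly all actives have a fitted effect of over 55% in size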
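APE1 at 0.75 nM final was preincubated with compound 15 min at room temperature, then 50 nM double-stranded THF abasic-site substrate (5'-TAMRA/3'-BHQ-2) was added. Fluorescence (ex 525/em 598 nm) was read kinetically; third-minus-first read gave activity.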
Pol eta inh: inhibitors of human DNA polymerase eta | 1.2% of 390,000 active | Potency, µM (top dose mostly 114 µM), inactives show at the top dose activity change, negative = inhibition, usual class: inhibitors | recombinant Pol eta, fluorescent DNA replication assay | Q9Y253; also: % is scaled to controls: 0 for no effect and ±100 for the full control effect
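Fluorescent replication assay: 50 nM final substrate added after a 15 min room-temperature compound preincubation with 10 nM enzyme. Signal taken at 0 min and again at 10 min.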
POLK inh: inhibitors of human DNA polymerase kappa | Q9UBT6 | purified Pol kappa, fluorescent DNA synthesis assay, 10 min | Potency, µM (highest dose often 107 µM), for inactives: at the highest dose activity, negative = inhibition, actives largely listed as inhibitors | 0.53% of 400,000 active; also: % is scaled to controls: 0 for no effect and ±100 for the full control effect
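10 nM Pol kappa was preincubated with compounds for 15 min at room temperature. Reaction started with 50 nM (final) substrate. Fluorescence read kinetically at 0 and 10 min.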
POLB inh: DNA polymerase beta (human) inhibition; P06746; Pol beta primer extension/strand displacement, fluorescence kinetic; Potency, µM (titrated, usually from 114 µM), without a hit: at the highest dose activity change, negative = inhibition, usual class: inhibitors; 1.3% of 340,000 active; AID 485314; also: % is scaled to controls: 0 for no effect and ±100 for the full control effect
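Enzyme-only controls used 10 nM Pol beta; buffer lacking enzyme served as negative control. Compound preincubated 15 min, then 50 nM substrate added; 0 and 10 min reads at room temperature.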
BAZ2B block: blocks human BAZ2B | AlphaScreen BAZ2B-H3K14Ac peptide displacement | 4.4% of 360,000 active | Q9UIF8 | Potency, µM (highest dose often 114 µM), for the others: at the highest dose activity change, negative = inhibition, hits mostly inhibitors; also: % is scaled to controls: 0 for no effect and ±100 for the full control effect; nearly all actives have a fitted effect of over 60% in size
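BAZ2B (50 nM) with biotin-H3(5-23)K14Ac peptide (50 nM) in PBS pH 7.4, 0.01% Tween-20, preformed 30 min, then compound 30 min at room temperature; top concentration 110uM. AlphaScreen streptavidin donor/nickel chelate acceptor beads (10 ug/mL final), 20 min dark, signal read.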
BLM inh: blocks DNA unwinding by human BLM helicase; P54132; recombinant BLM DNA unwinding, fluorescence dequenching; Potency, µM (series often up to 56.1 µM), for inactives: at the top dose activity change, negative = inhibition, hits mostly inhibitors; 0.2% of 350,000 active; AID 2528;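 also: plate controls were vehicle for no effect and no enzyme for full effect; nearly all actives have a fitted effect of over 35% in size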
POLI inh: inhibitors of human DNA polymerase iota. 1% of 390,000 active. Pol iota fluorescent replication assay, 10 min. AID 588590. Potency, µM (doses to about 115 µM), without a hit: at the top dose activity, negative = inhibition, hits mostly inhibitors. Q9UNA4
Target sequence (Q9UNA4 whole entry, looked up): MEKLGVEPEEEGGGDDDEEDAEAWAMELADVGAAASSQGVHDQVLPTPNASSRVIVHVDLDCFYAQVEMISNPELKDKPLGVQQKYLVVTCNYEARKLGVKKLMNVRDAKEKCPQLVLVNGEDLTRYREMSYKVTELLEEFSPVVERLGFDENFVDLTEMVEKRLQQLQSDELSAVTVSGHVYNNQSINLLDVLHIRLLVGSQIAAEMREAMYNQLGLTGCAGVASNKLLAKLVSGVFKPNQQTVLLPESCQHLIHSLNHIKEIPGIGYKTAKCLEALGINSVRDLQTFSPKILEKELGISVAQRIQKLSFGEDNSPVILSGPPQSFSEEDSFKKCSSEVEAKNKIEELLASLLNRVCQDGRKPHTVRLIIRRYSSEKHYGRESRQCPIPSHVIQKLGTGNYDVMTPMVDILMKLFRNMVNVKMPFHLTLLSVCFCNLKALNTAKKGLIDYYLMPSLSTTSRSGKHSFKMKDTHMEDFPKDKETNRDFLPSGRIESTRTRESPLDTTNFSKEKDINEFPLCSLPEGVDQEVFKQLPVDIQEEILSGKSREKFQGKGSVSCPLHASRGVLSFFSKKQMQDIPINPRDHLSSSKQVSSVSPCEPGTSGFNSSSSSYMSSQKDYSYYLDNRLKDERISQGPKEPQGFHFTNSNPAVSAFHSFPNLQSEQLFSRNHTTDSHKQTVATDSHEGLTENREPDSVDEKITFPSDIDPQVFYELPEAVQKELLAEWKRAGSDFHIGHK
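Pol iota at 10 nM preincubated 15 min with compounds at room temperature; reaction started with fluorescent substrate, 50 nM final. Fluorescence read kinetically at 0 and 10 min; buffer-only wells as negative control.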
G9a block: inhibitors of human histone lysine methyltransferase G9a; Q96KQ7; G9a H3K9 monomethylation, AlphaScreen, 2 h; Potency, µM (top dose mostly 102 µM), for the others: top-dose activity, negative = inhibition, usual class: inhibitors; 8.8% of 350,000 active; AID 504332; also: % is scaled to controls: 0 for no effect and ±100 for the full control effect; nearly all actives have a fitted effect of over 75% in size
Target sequence (Q96KQ7 913-1193 limits assumed): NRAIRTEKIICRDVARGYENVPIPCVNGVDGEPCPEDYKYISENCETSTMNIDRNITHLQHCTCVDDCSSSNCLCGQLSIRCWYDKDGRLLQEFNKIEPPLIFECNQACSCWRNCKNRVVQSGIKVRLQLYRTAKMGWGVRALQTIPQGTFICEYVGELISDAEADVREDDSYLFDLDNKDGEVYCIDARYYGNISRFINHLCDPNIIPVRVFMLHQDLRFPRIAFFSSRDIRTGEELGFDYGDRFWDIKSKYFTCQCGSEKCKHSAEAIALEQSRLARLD
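Methyltransferase reactions run at room temperature for 2 h (20 nM enzyme, 500 nM biotin-H3K9 peptide, 20 uM SAM) after a 15 min compound preincubation; product detected by AlphaScreen beads and anti-H3K9me1 antibody.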
* hit, by the source's call; u = inconclusive; x = not tested or not shown; & = joins results of further samples; [ ] = dose if it differs, or a comment. Calls follow the shape of the dose curve; as a rule, active = well fitted curve in the direction sought with a large enough effect; inconclusive = small, poorly fitted or top-dose-only effect, or another doubt; inactive = no such curve, though single readings can be large; an effect the other way counts as inactive or inconclusive. Potency is read from the fitted curve at half-maximal effect. Some of the compounds tested. The share of hits here may be higher or lower than overall.

Field names: A = JMJD2A Tudor; B = APEX1 inh; C = Pol eta inh; D = POLK inh; E = POLB inh; F = BAZ2B block; G = BLM inh; H = POLI inh; I = G9a block
> CC(=O)c1c(C(C)=O)c(C)n(-c2ccc(N)c(C)c2)c1C
  A = -28% | B = 1% | C = -10% | D = 4% | E = 2% | F = -28% | G = 1% | H = -9% | I = 28%[12.7 µM]

> Cc1cc(Cl)ccc1OCCCC(=O)NCC1CCCO1 (stereo not given)
  A = 8% | B = 1% | C = -12% | D = 5% | E = 2% | F = 0% | G = -1% | H = 0% | I = x

> COC(=O)C1CCN(S(=O)(=O)CCNC(=O)c2ccc(F)cc2)CC1
  A = -3% | B = 35% | C = -13% | D = -5% | E = x | F = 0% | G = x | H = -18% | I = 1%[0.501 µM]

> CCOC(=O)CCc1c(C)c2ccc(OC3CCCCC3=O)cc2oc1=O (stereo not given)
  A = -4% | B = 40% | C = 4% | D = 3% | E = -4% | F = 0% | G = -3% | H = 85%[activator] | I = -12%[2.33 µM]

> Cc1cc(C)nc(/N=C(\N)N2CCCCCC2)n1
  A = -3% | B = 12% | C = -4% | D = -1% | E = 17%[57.1 µM] | F = 2% | G = 5% | H = 11% | I = 9%

> CCOC(=O)c1ccc(NC(=O)C2=C(C)Nc3nc(SCc4ccc(Cl)cc4)nn3C2c2ccc(C)cc2)cc1 (stereo not given)
  A = 9% | B = x | C = 1% | D = 4% | E = 5% | F = 0% | G = -1% | H = 2% | I = 7%[59 µM]

> COc1cc(NC(=O)Cc2ccccc2)ccc1NC(=O)c1ccccc1
  A = -15% | B = 23% | C = -2% | D = -1% | E = 0% | F = 0% | G = -5% | H = 23% | I = -12%

> O=C(CSc1nc2ccccc2[nH]1)NCc1ccco1
  A = -31% | B = 10% | C = -2% | D = -7% | E = 5% | F = x | G = -3% | H = -10% | I = -20%[59 µM]

> CCC(=NC1CC(C)(C)NC(C)(C)C1)C1=C(O)CC(C)(C)CC1=O
  A = -18% | B = 2% | C = -6% | D = -3% | E = 18% | F = 2% | G = 0% | H = 7% | I = -4%

> Cc1ccc(-n2c3c(cc(C(=O)Nc4cccc(C)n4)c2=O)C(=O)CCC3)cc1
  A = x | B = 17% | C = x | D = x | E = -2% | F = -33% | G = -2% | H = x | I = -1%[12.7 µM]

> COc1ccc(-c2noc(-c3ccc(NC4CCCC4)c([N+](=O)[O-])c3)n2)cc1OC
  A = -3% | B = x | C = -16% | D = -18% | E = u | F = 4% | G = -9% | H = u | I = u

> CCC1=NN(C(=O)Cc2ccc([N+](=O)[O-])cc2)C(O)(C(C)(C)C)C1 (stereo not given)
  A = -9% | B = -1% | C = -9% | D = -8% | E = -2% | F = -23% | G = -3% | H = 21% | I = 0%

> Cc1ccc(S(=O)(=O)N2CCN(C(=O)COC(=O)/C=C/c3ccc(OC(F)F)cc3)CC2)cc1
  A = -5% | B = x | C = -6% | D = -2% | E = x | F = x | G = x | H = u | I = x

> CC(C)Cc1ccc(S(=O)(=O)N2CCN(C(=O)c3ccco3)CC2)cc1
  A = -1% | B = -1% | C = -12% | D = -5% | E = -1% | F = 4% | G = 0% | H = u | I = 13%[12.7 µM]

> O=C(COc1ccc(Cl)cc1)NCC(c1ccco1)S(=O)(=O)c1ccc(F)cc1 (stereo not given)
  A = -20% | B = x | C = -12% | D = -2%[60.1 µM] | E = -6% | F = -19% | G = -3% | H = 14% | I = -2%[59 µM]

> CCOC(=O)c1cnc(SCC(=O)Nc2ccc(N3CCOCC3)c(Cl)c2)nc1N
  A = -21% | B = -1% | C = -5% | D = -12% | E = 0% | F = -23% | G = 0% | H = 16% | I = 52%[activator][59 µM]

> Cc1nn2c(c1-c1ccccc1)N=C(c1ccco1)CC2c1ccccc1 (stereo not given)
  A = u | B = -3% | C = -14% | D = -22% | E = -26% | F = u | G = -16% | H = 32%[activator] | I = -119%[59 µM]

> COc1ccc(-c2cnc(N)n2C)cc1
  A = u | B = 14% | C = -10% | D = 9% | E = 23% | F = u | G = 0% | H = 31% | I = x

> O=C(Nc1cccn2ncnc12)c1cccc(C(F)(F)F)c1
  A = -17% | B = -2% | C = -14% | D = -11% | E = 73% | F = 3% | G = -2% | H = 20% | I = 5%

> COc1ccc(/C=C2/CCCc3ccccc3C2=O)cc1
  A = 53%[activator] | B = x | C = -12% | D = -26% | E = x | F = x | G = x | H = -7% | I = x

> O=C(Cn1nnc(-c2ccccc2)n1)Nc1cccc(S(=O)(=O)N2CCCC2)c1
  A = -26% | B = 12% | C = -11% | D = -15% | E = x | F = -30% | G = x | H = 4% | I = -35%

> Cc1ccc(S(=O)(=O)NCC(=O)NNC(=O)c2ccccc2Cl)cc1C
  A = 1% | B = 5% | C = -22% | D = 2% | E = x | F = x | G = x | H = 59%[activator] | I = x

> CCn1nc(-c2ccccc2)c(-c2ccccc2)c(C(=O)Nc2nc(C)c(C(=O)N(C)C)s2)c1=O
  A = -15% | B = x | C = -17% | D = -4% | E = 3% | F = u | G = 1% | H = 9% | I = -3%[59 µM]

> N#Cc1cc2c(nc1SCC(=O)O)CCCC2
  A = -14% | B = 10% | C = 3% | D = 2% | E = 17% | F = -2% | G = 3% | H = 3% | I = -7%[12.7 µM]

> COc1cccc(-n2nnnc2SCC(=O)Nc2nc3c(s2)CCCC3)c1
  A = -30% | B = 4% | C = -12% | D = -11% | E = 6% | F = -32% | G = -5% | H = -15% | I = -29%[59 µM]

Full records, looked up by structure:
COc1ccc(-c2noc(-c3ccc(NC4CCCC4)c([N+](=O)[O-])c3)n2)cc1OC is listed with JMJD2A Tudor: -3%; APEX1 inh: x; Pol eta inh: -16%; POLK inh: -18%; POLB inh: u; BAZ2B block: 4%; BLM inh: -9%; POLI inh: u; G9a block: u
CC(C)Cc1ccc(S(=O)(=O)N2CCN(C(=O)c3ccco3)CC2)cc1 is listed with JMJD2A Tudor: -1%; APEX1 inh: -1%; Pol eta inh: -12%; POLK inh: -5%; POLB inh: -1%; BAZ2B block: 4%; BLM inh: 0%; POLI inh: u; G9a block: 13%[12.7 µM]

More results follow:
Field names: A = JMJD2A Tudor; B = APEX1 inh; C = Pol eta inh; D = POLK inh; E = POLB inh; F = BAZ2B block; G = BLM inh; H = POLI inh; I = G9a block
> CCOC(=O)C(=NC1CCCCC1)NNc1cccc(C(F)(F)F)c1
  A = -36% | B = -3% | C = u | D = -15% | E = 15%[57.1 µM] | F = -27% | G = -3% | H = 16% | I = 50µM*

> CN(CC(=O)Nc1cccc(F)c1)C(=O)CN1C(=O)C2CCCCC2C1=O (stereo not given)
  A = 1% | B = 19% | C = -5% | D = -19% | E = x | F = 4% | G = x | H = 23% | I = -11%[59 µM]

> NC(=O)c1ccccc1N/C=C/C(=O)c1ccc(F)cc1
  A = -13% | B = 18% | C = -1% | D = -14% | E = -14% | F = -5% | G = -3% | H = u | I = 8%[0.0925 µM]

> COc1cccc(OCCn2cccc2/C=C2/C(=N)N3OC(C)=CC3=NC2=O)c1
  A = -10% | B = u | C = -4% | D = 3% | E = 0% | F = u | G = -6% | H = 17% | I = 18µM*

> Fc1ccccc1C1CCN(Cc2nc(COc3ccccc3)no2)C1 (stereo not given)
  A = -1% | B = -10% | C = -22% | D = 2% | E = -6% | F = 1% | G = -7% | H = 10% | I = -40%

> Cc1cc(OCCn2ccnc2)ccc1C(C)C
  A = 3.2µM* | B = -2% | C = -11% | D = -8% | E = 16% | F = 45µM* | G = 8% | H = 7% | I = 14µM*

> Cc1ccc(NC(=O)C2C(c3ccccc3)C=CC(c3ccccc3)C2C(=O)O)cc1 (stereo not given)
  A = -20%[11.4 µM] | B = -10% | C = -11% | D = -5% | E = 11% | F = 3% | G = -7% | H = u | I = 0%[12.7 µM]

> CCS(=O)(=O)Nc1cccc(C2=NN(S(C)(=O)=O)C(c3cccs3)C2)c1 (stereo not given)
  A = -6% | B = 4% | C = -10% | D = 6% | E = 45% | F = -17% | G = -2% | H = 24% | I = x

> COCC(=O)N1CCC2(CCN(Cc3ccncc3)CC2)CC1
  A = x | B = -5% | C = x | D = -14%[60.1 µM] | E = x | F = x | G = 3% | H = x | I = -5%[12.7 µM]

> COc1ccc(CN2CCN(Cc3ccc(C(F)(F)F)cc3)CC2)cc1
  A = 7.9µM* | B = 37% | C = -15% | D = -20% | E = -13% | F = 25µM* | G = 0% | H = -29% | I = 7.1µM*

> O=C(CC1S/C(=N/N=C/c2ccco2)NC1=O)Nc1cccc(Cl)c1Cl (stereo not given)
  A = -2% | B = -1% | C = 17% | D = -25% | E = 0% | F = -15% | G = 3% | H = -18% | I = 12%

> COc1cc(NC(=O)CC2C(=O)N(c3ccccc3)C(=O)N2Cc2ccc(F)cc2)cc(OC)c1 (stereo not given)
  A = -12% | B = x | C = -13% | D = -12%[60.1 µM] | E = 12% | F = 0% | G = -4% | H = 7% | I = -23%[59 µM]

> CCOc1ccc(S(=O)(=O)Nc2ccccc2SC)cc1
  A = 31% | B = 0% | C = -10% | D = 5% | E = 4% | F = 13% | G = 2% | H = 23% | I = 16%

> Cn1nnnc1SCc1nc2ccccc2s1
  A = -1% | B = -2% | C = -17% | D = -4% | E = u | F = 19% | G = -1% | H = 2% | I = -15%[59 µM]

> Cc1nnc(-c2cnn(-c3ccccc3)c2N)n1Cc1ccc(F)cc1
  A = u | B = -7% | C = -21% | D = -7% | E = 3% | F = -6% | G = -2% | H = 21% | I = u

> Cc1c(C(=O)NC2CCCCC2)sc2ncnc(N3CCN(c4ccccc4)CC3)c12
  A = -24% | B = -3% | C = -14% | D = -15% | E = 5% | F = -15% | G = -9% | H = 9% | I = -6%

> COc1ccc(CCn2c(=O)[nH]c3cc(C(=O)N4CCN(c5ccccc5)CC4)ccc3c2=O)cc1OC
  A = -7%&-1% | B = 0% | C = -15%&-9% | D = -1% | E = -17%&-1% | F = -6%&-1% | G = -2%&0% | H = 132%&-9%[activator] | I = 9%

> COc1ccc(C)cc1-n1c(-c2ccncc2)n[nH]c1=S
  A = 20µM* | B = u | C = 7% | D = -10% | E = -13% | F = 1% | G = -1% | H = 5% | I = u

> CC(C)(C)n1nnnc1C(c1ccncc1)N1CCCCCC1 (stereo not given)
  A = -17% | B = -2% | C = -13% | D = -8% | E = 10% | F = 5% | G = 2% | H = 21% | I = -24%
